Source: PubChem
Epigenetic derep = derepresses silenced GFP reporter in murine cells; Potency, µM (top dose mostly 53.9 µM), inactives show at the top dose GFP activation, actives largely listed as activators; murine LDR cells, GFP reporter derepression, 30 h; AID 1865; hit rate 0.2% among 280,000; note: % of control where 0% means no effect; nearly all actives have a fitted effect of over 60% in size
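Murine LDR cells bearing a silenced CMV-driven GFP reporter were exposed to compound for 30 h at 37 C. After PBS washes, GFP-positive cells (20-120 um objects) counted by laser-scanning microplate cytometry.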
GAA inhib = inhibitors of human lysosomal alpha-glucosidase; Potency, µM (top dose mostly 76.9 µM), without a hit: top-dose activity change, negative = inhibition, usual class: inhibitors; purified human GAA, 4-MU-alpha-glucoside fluorescence; hit rate 0.005% among 200,000;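 note: plate controls were uninhibited enzyme wells for no effect and no-enzyme background for full effect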
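Human enzyme at 4 nM with 400 uM 4-methylumbelliferyl-alpha-D-pyranoside, citrate/phosphate buffer pH 5.0, 0.005% Tween-20, 20 min at room temperature. Compounds up to 77 uM. 4-MU fluorescence (Ex 365/Em 440) read after NaOH/glycine stop; AC50 from Hill fit.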
Tau fluor counter = counter-screen for tau fibril formation inhibitors | tau K18 P301L (four-repeat tau fragment) Alexa594 fluorescence, heparin fibrillization | Potency, µM (top dose mostly 57.7 µM), for the others: at the highest dose activity change, negative = decrease | hit rate 0.93% among 280,000 | AID 1463; note: % is set by controls: 0 for no effect and ±100 for the full control effect; nearly all actives have a fitted effect of over 55% in size
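Human K18 P301L tau (15 uM unlabeled plus 0.24 uM Alexa 594-labeled, final) in 100 mM sodium acetate pH 7 was mixed with compound and 20 uM heparin and incubated 6 hr at 37 C.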
GAA spleen mod = inhibitors or activators of human alpha-glucosidase in spleen homogenate | Potency, µM (series often up to 79.9 µM), for the others: at the top dose activity change, negative = inhibition, hits mostly inhibitors | hit rate 0.006% among 240,000 | AID 2112 | human spleen homogenate, 4-MU-alpha-glucoside fluorescence | P10253;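 note: 0% = enzyme with vehicle and -100% = no enzyme basal signal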
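AC50 values come from Hill-equation fits of concentration-response data, normalized to no-enzyme and full-activity controls. Enzyme source: 1 ug human spleen homogenate; 1 mM fluorogenic 4-MU glucoside, pH 5.0 citrate buffer, 37 C, 40 min.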
aGal spleen mod = inhibits or activates alpha-galactosidase in human spleen homogenate. P06280. human spleen homogenate, 4MU-alpha-Gal fluorescence, 40 min. Potency, µM (titrated, usually from 80 µM), without a hit: at the top dose activity change, negative = inhibition, usual class: inhibitors. hit rate 0.008% among 240,000;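 note: 0% = enzyme with vehicle and -100% = no enzyme basal signal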
Target sequence (P06280 32-429 limits assumed): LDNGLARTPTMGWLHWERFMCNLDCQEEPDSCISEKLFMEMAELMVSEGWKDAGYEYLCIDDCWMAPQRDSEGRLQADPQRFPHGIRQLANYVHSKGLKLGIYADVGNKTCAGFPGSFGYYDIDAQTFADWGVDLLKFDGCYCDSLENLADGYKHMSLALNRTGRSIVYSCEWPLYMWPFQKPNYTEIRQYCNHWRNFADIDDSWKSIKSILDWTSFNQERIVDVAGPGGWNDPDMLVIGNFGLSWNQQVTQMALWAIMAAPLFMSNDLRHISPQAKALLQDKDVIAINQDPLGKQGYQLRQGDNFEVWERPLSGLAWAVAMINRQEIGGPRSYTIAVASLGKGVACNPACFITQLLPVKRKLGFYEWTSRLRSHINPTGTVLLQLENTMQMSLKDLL
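Inhibition or activation of alpha-galactosidase in human spleen homogenate is scored by 4-MU fluorescence after 40 min at 37C, pH 5.0, with 1 mM substrate. AC50s come from concentration-response fitted to the Hill equation.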
GAA glycogen = GAA glycogen-cleavage inhibition or activation; recombinant GAA, glycogen substrate, Amplex Red glucose oxidase fluorescence; Potency, µM (doses to about 76.4 µM), for inactives: at the highest dose activity change, negative = inhibition, actives largely listed as inhibitors; hit rate 0.38% among 300,000;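 note: 0% = full enzyme reaction and -100% = no-enzyme basal signal; the screen sought inhibitors and activators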
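Recombinant human enzyme (4 nM); glycogen substrate; 37 C, 40 min, pH 5.0. Readout: coupled glucose oxidase/Amplex Red fluorescence.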
ALDH1A1 inh = blocks purified human ALDH1A1 activity. Potency, µM (series often up to 75.3 µM), for inactives: at the highest dose activity, negative = inhibition, usual class: inhibitors. Purified ALDH1A1, NADH fluorescence, propionaldehyde substrate. hit rate 7.3% among 220,000. P00352. AID 1030; active = well fitted inhibition curve with a large enough effect, not every such curve was filed as active; inconclusive = small, poorly fitted or top-dose-only effect, or another doubt; inactive = no such curve, though single readings can be large or run the other way;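 note: plate controls were no enzyme wells and a reference inhibitor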
Target sequence (P00352 whole entry, looked up): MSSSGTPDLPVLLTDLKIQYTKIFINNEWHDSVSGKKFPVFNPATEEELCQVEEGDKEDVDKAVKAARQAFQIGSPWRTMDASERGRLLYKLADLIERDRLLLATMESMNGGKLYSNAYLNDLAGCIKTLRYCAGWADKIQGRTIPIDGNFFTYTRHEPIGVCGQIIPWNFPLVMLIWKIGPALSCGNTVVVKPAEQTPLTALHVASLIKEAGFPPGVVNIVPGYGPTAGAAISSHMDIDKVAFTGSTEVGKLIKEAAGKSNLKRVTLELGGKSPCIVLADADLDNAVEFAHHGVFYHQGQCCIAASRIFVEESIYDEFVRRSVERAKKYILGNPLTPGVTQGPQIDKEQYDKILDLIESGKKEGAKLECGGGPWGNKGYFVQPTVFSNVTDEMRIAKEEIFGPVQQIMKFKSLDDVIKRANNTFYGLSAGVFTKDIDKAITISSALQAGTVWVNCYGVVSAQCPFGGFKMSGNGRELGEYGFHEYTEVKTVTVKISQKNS
NPSR antag = neuropeptide S receptor (human) antagonism, cAMP; CHO-NPSR cells, cAMP TR-FRET, antagonist mode; Potency, µM (doses to about 38.3 µM), for the others: top-dose activity change, negative = inhibition, most hits filed as inhibitors; hit rate 1% among 220,000; note: % is set by controls: 0 for no effect and ±100 for the full control effect; nearly all actives have a fitted effect of over 50% in size; many of its hits are not listed in these tables
* hit, by the source's call; ? = inconclusive; / = no result given; [ ] = remark or other dose. Unless noted, calls come from the whole dose curve; as a rule, active = well fitted curve in the direction sought with a large enough effect; inconclusive = small, poorly fitted or top-dose-only effect, or another doubt; inactive = no such curve, though single readings can be large; an effect the other way counts as inactive or inconclusive. Potency is the fitted concentration of half-maximal effect.

SMILES | Epigenetic derep | GAA inhib | Tau fluor counter | GAA spleen mod | aGal spleen mod | GAA glycogen | ALDH1A1 inh | NPSR antag
CC(/C=C/c1ccco1)=N/NC(=O)c1ccc(C)nc1 | 0.0% | / | -20% | 9% | 10% | -6% | / | -17%
CCN(CC)c1ccc(C(=O)N2CCN(Cc3ccccc3)CC2)cc1 | -1.0% | 0% | -3% | -6% | -1% | -1% | 12% | -29%
Cc1ccc2[nH]c(=O)c(CN(CC3CCCO3)C(=S)Nc3ccccc3)cc2c1 (stereo unspecified) | -3.2% | -2% | ? | -14% | -13% | -6% | 14µM* | -37%
COc1ccccc1N(C)S(=O)(=O)c1ccc(C(=O)OCC(=O)N2CCC2)cc1 | -4.2% | 0% | -10% | 10% | 8% | 19% | -6% | -9%
O=S(=O)(N/N=C\c1ccc(-c2ccccc2Cl)o1)c1ccccc1 | 1.2% | 6% | 7% | 4% | 5% | 25µM* | -2% | -8%[46.1 µM]
COc1ccc(C(=O)NCc2nnc(SCC(=O)Nc3cccc(F)c3)o2)cc1 | 1.1% | 10% | -7% | -3% | -12% | 7% | 9.5µM* | -6%
CC(C)CC(NC(=O)C(CC(C)C)NC(=O)OC(C)(C)C)C(=O)O (stereo unspecified) | 0.0% | 3% | -5% | 7% | 5% | -21% | -4% | 10%[46.1 µM]
C=CCn1c(SCC(=O)N2CCc3ccccc3C2)nc2sc(C)cc2c1=O | 0.9% | ? | -14% | -6% | -1% | 7% | ? | ?
O=C(CCSc1nc(-c2ccco2)cc(C(F)(F)F)n1)NCc1cccs1 | -1.2% | -2% | -21% | 5% | 2% | 0% | 4% | ?
COCCCN1C(=O)C(=O)/C(=C(/O)c2ccc(OC)cc2)C1c1ccc(O)c(OC)c1 (stereo unspecified) | 0.0% | 1% | -2% | -1% | 4% | ? | 6% | 2%[46.1 µM]
CCSc1nc(O)c(CC)c(=O)n1C(C)CC (stereo unspecified) | 0.0% | -3% | 1% | -1% | 1% | 9% | -1% | -13%[46.1 µM]
CCCC1Cc2nc(N3CCCCC3)c(C#N)cc2CO1 (stereo unspecified) | -1.0% | ? | 1% | 0% | 6% | -9% | ? | ?

An excerpt of these results, with tabs.
SMILES	Epigenetic derep	GAA inhib	Tau fluor counter	GAA spleen mod	aGal spleen mod	GAA glycogen	ALDH1A1 inh	NPSR antag
CCN(CC)c1ccc(C(=O)N2CCN(Cc3ccccc3)CC2)cc1	-1.0%	0%	-3%	-6%	-1%	-1%	12%	-29%
Cc1ccc2[nH]c(=O)c(CN(CC3CCCO3)C(=S)Nc3ccccc3)cc2c1 (stereo unspecified)	-3.2%	-2%	?	-14%	-13%	-6%	14µM*	-37%
COc1ccccc1N(C)S(=O)(=O)c1ccc(C(=O)OCC(=O)N2CCC2)cc1	-4.2%	0%	-10%	10%	8%	19%	-6%	-9%
O=S(=O)(N/N=C\c1ccc(-c2ccccc2Cl)o1)c1ccccc1	1.2%	6%	7%	4%	5%	25µM*	-2%	-8%[46.1 µM]
COc1ccc(C(=O)NCc2nnc(SCC(=O)Nc3cccc(F)c3)o2)cc1	1.1%	10%	-7%	-3%	-12%	7%	9.5µM*	-6%

Going on with the list:
SMILES | Epigenetic derep | GAA inhib | Tau fluor counter | GAA spleen mod | aGal spleen mod | GAA glycogen | ALDH1A1 inh | NPSR antag
COC(=O)C(=Nc1ccccc1)/C(C(=O)C(=O)N(C)c1ccccc1)=C(\O)c1ccc(Cl)cc1 | -3.0% | -1% | -3% | -2% | 0% | 4% | 25µM* | -9%
COC(=O)C[N+](C)(C)CC#Cc1ccccc1 | 1.1% | 0% | 2% | 2% | 4% | 14% | 10% | 13%
COc1ccc(/C=C/C(=O)Oc2ccc(C)c(C)c2)cc1OC | -1.8% | -10% | -23% | -2% | -2% | -4% | ? | 16%
Cc1cccc(Nc2c3c(nc4ccccc24)CCC3)c1 | -2.0% | -2%[15.4 µM] | -9% | 2% | 2% | -3% | -1% | ?
CCC1CCCCN1Cc1ccc(CNS(=O)(=O)c2ccc3c(c2)oc(=O)n3C)o1 (stereo unspecified) | 2.0% | -3% | 0% | -18% | -12% | -3% | -3% | -1%[46.1 µM]
O=C(OCC#CCSc1nnc(-c2ccc(Br)cc2)o1)c1cccs1 | 1.9% | -4% | -27% | 3% | 3% | -1% | ? | -12%
Cc1cc(C)nc(NC(=O)CSc2nc3cc(Cl)ccc3s2)n1 | -1.0% | -1% | -16% | -2% | 2% | 3% | ? | -12%[46.1 µM]
O=C(NCc1ccco1)c1nc2c(nnn2Cc2ccccc2Cl)c(=O)[nH]1 | -2.0% | -3% | -8% | 1% | 5% | 5% | -1% | -14%[46.1 µM]
CCOC(=O)c1ccc2nc(NC(C)=O)sc2c1 | 7.7% | 0% | -7% | / | 5% | -3% | -13% | 11%
Cc1cc(C2(c3ccc(O)c(C)c3)OC(=O)c3ccccc32)ccc1O | 0.5% | -4% | ? | -6% | 4% | 11% | -32% | -40%
COc1ccc(CCn2c(=O)c3cccnc3n(Cc3cccc([N+](=O)[O-])c3)c2=O)cc1OC | 0.9% | -3% | -4% | -11% | 9% | 7% | 10% | -36%
COc1cc(C=O)ccc1OCCSc1ccc(C)cc1 | 0.0% | 0% | -14% | -4% | -6% | -4% | ? | -25%[46.1 µM]
CCOC(=O)/C(C#N)=C/c1cccn1-c1ccc(Cl)cc1 | 8.6% | 1% | -9% | 3% | -12% | 5% | ? | 11%
O=C(O)c1ccccc1-c1oc2cc(O)ccc2c(=O)c1Oc1ccccc1 | 0.0% | / | -15% | 0% | -6% | / | 20µM* | /
COC(=O)c1cc(N=C(N)N=C(N)N)cc(C(=O)OC)c1 | 0.0% | / | 1% | -3% | 1% | -6% | / | 10%
CCOc1ccc(-n2cc(-c3ccc(OC)c(OC)c3)[nH]c2=S)cc1 | 5.8% | -8% | -17% | 1% | 2% | ? | ? | 3%
Cc1cc(=O)[nH]c(SCc2cccc3cccnc23)n1 | 1.4% | 10% | 0% | 1% | 3% | -1% | ? | 12%
O=C(Nc1ccc2ccccc2c1)c1cnccn1 | 5.9% | -3% | -14% | -7% | -3% | 1% | -9% | -3%[46.1 µM]
O=C(N/N=C/c1ccccc1)c1n[nH]c2c1CCCC2 | 9.8% | 4% | -13% | 3% | 1% | -7% | -1% | 1%
O=S(=O)(NCCNS(=O)(=O)c1cccs1)c1cccs1 | 0.0% | -4% | 6% | -8% | -2% | 3% | 0% | -4%[46.1 µM]
O=C(C1CCCN(S(=O)(=O)c2cccc3nsnc23)C1)N1CCCCCC1 (stereo unspecified) | -0.2% | ? | -3% | -1% | 2% | 7% | 3% | -4%
CCOc1ccc(C(=O)N2CCn3c2nc2ccccc23)cc1 | -1.1% | ? | 6% | 7% | 3% | -24% | 5% | -3%
CCOc1ccc(NC(=O)CCNc2c(N3CCCC3)c(=O)c2=O)cc1 | -0.9% | 0% | -7% | -3% | 3% | 0% | 0% | -7%[46.1 µM]
COc1cc2[nH]c(=S)n(NC(=O)c3ccccc3)c(=O)c2cc1OC | -1.0% | -2% | -5% | -7% | -1% | -4% | -15% | ?
Cc1ccc(-n2ncc(C#N)c2/N=C/N2CCN(C)CC2)cc1 | 1.8% | -6% | 11% | -2% | -10% | 0% | 12% | -2%[46.1 µM]
COc1ccc(Cn2c(-c3ccc(C)cc3)c[n+]3ccccc23)cc1 | 1.0% | 0% | -5% | -2% | -11% | 12% | -4% | 11%
O=[N+]([O-])c1ccc(NCc2ccc(Cl)cc2)nc1 | -1.6% | ? | ? | -1% | 4% | -13% | ? | 30%
O=C(CSc1nnc(-c2cccnc2)n1CCc1ccccc1)NCc1ccccc1 | -0.8% | -10% | 5% | -5% | -1% | -3% | 2% | 7%[46.1 µM]
O=C(O)C1Sc2[nH]c(=O)sc2C2c3ccc(O)cc3OC(=O)C12 (stereo unspecified) | -6.6% | ? | -8% | 3% | 14% | ? | ? | 5%
COc1ccc(CNC(=O)CSc2cc(=O)n(C)c3ccccc23)cc1 | 1.1% | 3% | -15% | 5% | 0% | -2% | -9% | -7%
CC(/C=N/N1CCN(c2ccc(C)cc2)CC1)=C\c1ccccc1 | 0.0% | 3% | -8% | 9% | 2% | -3% | 14% | 16%
Cc1cc(C)n2nc(C(=O)OCCOc3ccc(Br)cc3)nc2n1 | -1.3% | 6% | 2% | -5% | 4% | 8% | 10% | 10%[46.1 µM]
CC(C)COc1ccc(CNC(=S)NCc2ccccc2)cc1 | -1.4% | -3% | ? | -1% | 9% | -12% | 1% | -21%[46.1 µM]
Cc1ccc(NC(=O)c2c3c(nc4ccccc24)CCC3)cc1S(=O)(=O)N(C)C | 0.0% | -3% | -21% | 0% | -4% | -5% | -2% | -23%
COc1ccc(/C=N/NC(=O)c2cccnc2)cc1CN1CCOCC1 | 1.1% | / | -4% | -3% | -7% | 3% | / | 4%
CCCN(CCC)CC(O)Cn1cc(/C=C/C(=O)c2cccs2)c2ccccc21 (stereo unspecified) | ? | -8% | ? | -4% | -13% | 14% | -10% | -10%[46.1 µM]
CCOC(=O)CNC(=O)O[C@H]1C(=O)c2ccc(OC)cc2O[C@@H]1c1ccc2c(c1)OCO2 | 0.0% | / | -29% | 3% | 11% | / | 4% | /
CCn1c(C)nc2cc(C(=O)NNC(=S)Nc3ccc(Cl)cc3)ccc21 | 4.3% | / | -13% | -10% | -4% | ? | / | -8%
O=C(Nc1ncc2c(n1)-c1ccccc1CC2)c1ccc(Cl)cc1 | -1.3% | -6% | 3% | -7% | 2% | -6% | -12% | -13%[46.1 µM]
CCc1cc2c(NCc3ccco3)ncnc2s1 | -1.2% | -2% | -13% | 2% | 2% | 10% | -1% | -1%[46.1 µM]
CC(C)N(C(=S)Nc1cccc(S(=O)(=O)N(C)C)c1)c1ccccc1 | 0.1% | / | -26% | -3% | -6% | -22% | / | 6%
CC1(C(=O)NC2CCCCCCC2)CCC(=O)N1Cc1cccs1 (stereo unspecified) | -0.2% | -1% | -7% | -8% | -7% | -10% | 6% | -8%[46.1 µM]
COc1ccc([N+](=O)[O-])cc1N1C(=O)c2cccc3cccc(c23)C1=O | -0.9% | -5% | 8% | -3% | -5% | -8% | -5% | -1%
Cc1nc(-c2ccc(C#N)cc2)cs1 | -0.3% | ? | -14% | 2% | 4% | -1% | 7% | -8%
COC(=O)c1sccc1NC(=O)c1csc2c1CCCC2 | 0.0% | -11% | -20% | 6% | 3% | 4% | 22µM* | -16%[46.1 µM]
CC(=O)Nc1ccc(NC(=S)NC(=O)c2oc3ccccc3c2C)cc1 | -3.0% | 2% | -9% | 4% | 10% | 2% | 13% | 18%

The list is partial, so the mix of outcomes need not match the whole.
